TNAP inh hiacc: blocks human TNAP under high phosphate acceptor concentration | AID 1135 | inhibition, % at 20 µM | purified TNAP, CDP-star luminescence, 1 M DEA | hit rate 0.03% among 200,000;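 active = over 50% inhibition of tissue-nonspecific alkaline phosphatase at 20 µM in the single-dose screen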;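 also: plate controls were DMSO wells for no effect and EDTA-quenched wells as full inhibition for full effect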
Target sequence (P05186 whole entry, looked up): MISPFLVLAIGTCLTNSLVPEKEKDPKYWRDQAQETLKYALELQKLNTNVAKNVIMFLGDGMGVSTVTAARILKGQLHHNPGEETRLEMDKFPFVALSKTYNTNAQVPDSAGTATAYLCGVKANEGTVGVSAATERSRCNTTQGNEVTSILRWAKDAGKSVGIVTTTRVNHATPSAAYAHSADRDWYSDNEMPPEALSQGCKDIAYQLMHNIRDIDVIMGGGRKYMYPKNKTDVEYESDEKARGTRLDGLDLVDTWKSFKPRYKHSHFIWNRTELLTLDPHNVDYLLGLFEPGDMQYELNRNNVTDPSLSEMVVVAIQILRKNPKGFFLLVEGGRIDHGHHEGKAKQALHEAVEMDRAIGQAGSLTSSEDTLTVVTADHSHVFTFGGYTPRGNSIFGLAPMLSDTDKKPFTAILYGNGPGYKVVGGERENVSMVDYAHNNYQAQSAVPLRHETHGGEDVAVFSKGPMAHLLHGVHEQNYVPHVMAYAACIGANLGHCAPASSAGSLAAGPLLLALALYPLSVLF
APP transl inh: APP translation inhibition. inhibition, % at 2 µM. SH-SY5Y APP 5'UTR-luciferase reporter, luminescence. AID 1285. hit rate 0.82% among 190,000;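 active = inhibition above a set limit, derived from the sample mean plus 3 SD, cut at about 45% in these data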; also: values of inactives mirror those of a sister screen read the other way
TNAP act hi DEA: increases human TNAP activity under high phosphate acceptor concentration | 200,000 tested, under 10 active | activation factor at 20 µM | P05186 | purified TNAP, CDP-star luminescence, 1 M DEA, 30 min; hits give high values; 0 = EDTA background, 1 = DMSO-only activity | AID 1136;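 active = activation factor at least 2 at 20 µM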
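Measured by: Luminescent substrate turnover signal | Test system: Human TNAP | Input: TNAP 1/800 final | Dosing: 20 µM single point | Schedule: 30 min, room temperature | Controls: EDTA wells as negative control, DMSO wells as positive control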
bIAP inhibitor: blocks bovine intestinal alkaline phosphatase activity. purified bovine IAP, CDP-star luminescence, 30 min. inhibition, % at 20 µM. 190,000 tested, under 10 active. AID 1019;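 active = over 50% inhibition of intestinal alkaline phosphatase at 20 µM in the single-dose screen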
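Assay system: bovine IAP enzyme; medium: DEA buffer 100 mM, pH 9.8, with MgCl2 1.0 mM, ZnCl2 0.02 mM; doses: 20 µM single dose; incubation: enzyme reaction for 30 min at room temperature; detection: CDP-star luminescence signal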
Lmaj promast: Leishmania major promastigote growth inhibition | Leishmania major promastigotes, resazurin fluorescence viability | inhibition, % at 10 µM | hit rate 9% among 200,000; in the data active = inhibition above about 50%;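 also: promastigotes grown with compound for 44 hours at 28 °C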
FLuc inh counter: counter-screen for luciferase assay inhibitors: firefly luciferase inhibition; ATPLite firefly luciferase biochemical luminescence, 10 min; inhibition, % at 10 µM; hit rate 1.5% among 200,000; AID 1006;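 active = inhibition above about 50% when tested at 10 µM, limit read from the data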
Target sequence (P08659 whole entry, looked up): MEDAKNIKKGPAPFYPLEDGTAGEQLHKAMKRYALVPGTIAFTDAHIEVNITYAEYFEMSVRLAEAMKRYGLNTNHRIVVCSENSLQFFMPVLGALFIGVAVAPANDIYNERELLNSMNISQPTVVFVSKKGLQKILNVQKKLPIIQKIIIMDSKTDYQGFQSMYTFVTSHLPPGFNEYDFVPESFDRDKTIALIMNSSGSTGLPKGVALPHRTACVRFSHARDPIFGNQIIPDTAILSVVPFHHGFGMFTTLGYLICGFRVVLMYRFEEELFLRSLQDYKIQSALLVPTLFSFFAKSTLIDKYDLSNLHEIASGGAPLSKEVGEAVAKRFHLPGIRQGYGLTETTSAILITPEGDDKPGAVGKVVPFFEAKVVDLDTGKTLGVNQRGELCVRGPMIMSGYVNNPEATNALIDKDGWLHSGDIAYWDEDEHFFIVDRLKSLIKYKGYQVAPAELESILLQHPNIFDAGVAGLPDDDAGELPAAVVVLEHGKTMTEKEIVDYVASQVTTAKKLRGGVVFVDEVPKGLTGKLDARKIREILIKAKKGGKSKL
TNAP inh noacc: inhibitors of human TNAP without phosphate acceptor. P05186. purified TNAP, CDP-star luminescence, 30 min. inhibition, % at 20 µM. hit rate 0.26% among 200,000;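 active = tissue-nonspecific alkaline phosphatase inhibition above about 50% at 20 µM in the single-dose screen, limit read from the data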;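 also: 0% = DMSO negative control and 100% = EDTA positive control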
FLuc stim CS: affects firefly luciferase, flagging false hits in luciferase stimulation screens. activation factor at 10 µM. 200,000 tested, under 10 active. ATPlite luciferase biochemical, luminescence, 10 min; 0 = ATP-free wells, 1 = DMSO control. P08659;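 active = luciferase activation factor, scaled between plate controls, of at least 2 with compound at 10 µM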
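Material: Luciferase/luciferin reagent mix; Doses: test compounds dosed from 2 mM stocks in 100% DMSO; Schedule: 10 min incubation after luciferase reagent addition, room temperature; Measured by: luminescence from luciferase reaction; Read-out: luminescence gain marking luciferase activators.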
RAM network inh: yeast RAM network inhibition; S. cerevisiae dse1pr::URA3 reporter, 5-FOA growth OD615, 2 d; analog-sensitive cbk1-as2 kinase mutant strain; AID 868; inhibition, % at 50 µM; hit rate 1.8% among 190,000;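 active = inhibition above a set limit, 3 SD over mean compound inhibition, cut at about 8.4% in these data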;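 also: 0% = DMSO-only wells with no growth and 100% = 10 µM 1-NA-PP1 full growth; inhibition rescues growth on 5-FOA so higher OD means more RAM inhibition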
bIAP act: intestinal alkaline phosphatase (bovine) activation. purified bovine IAP, CDP-star luminescence, 30 min; hits give high values; fold of DMSO-control signal, blank-subtracted. activation factor at 20 µM. hit rate 0.17% among 200,000. AID 1016;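 active = activation factor of 2 or more at 20 µM, a signal rise over negative controls twice the positive control's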
* = called active by the depositor.

SMILES | TNAP inh hiacc | APP transl inh | TNAP act hi DEA | bIAP inhibitor | Lmaj promast | FLuc inh counter | TNAP inh noacc | FLuc stim CS | RAM network inh | bIAP act
COc1cc(/C=C/C(=O)O)cc(S(=O)(=O)Nc2ccc(F)cc2)c1OC | -4 | 21 | 1 | 5 | -7 | -3 | -9 | 1 | 3.3 | 1
O=C(COc1ccc(Cl)cc1)NCc1nnc(SCC(=O)NC2CCCCC2)o1 | -1 | -4 | 1 | -3 | 4 | 0 | -6 | 1 | 2.6 | 1
O=C(O)CSCNC(=O)CC12CC3CC(CC(C3)C1)C2 | 0 | -3 | 1 | -3 | -4 | 2 | -3 | 1 | 1.2 | 1
CCOC(=O)Cn1c(=O)oc2cc(S(=O)(=O)N3CCCC(C(=O)OCC)C3)ccc21 (stereo not given) | -1 | 11 | 1 | -4 | -5 | -5 | -10 | 1 | 0.9 | 1
Cc1ccc(C(=O)N2c3ccc(F)cc3CCC2C)o1 (stereo not given) | -2 | -1 | 1 | 7 | 4 | -7 | -9 | 1.1 | 0.0 | 0.9
O=S(=O)(c1ccccc1)c1nc(-c2ccccc2F)oc1NCc1cccnc1 | -6 | 2 | 1.1 | 7 | 1 | -9 | -13 | 1.1 | 1.4 | 0.9
CCOc1cc([C@H]2[C@@H]3CCCC[C@]3(O)CCN2CC(=O)NCc2ccco2)ccc1O | -10 | -2 | 1.1 | 0 | 2 | -5 | -13 | 1.1 | 0.7 | 1
Clc1cccc2c1Sc1ccccc1CC2N1CCNCC1 (stereo not given) | -4 | 2 | 1 | 33 | 100* | -2 | -6 | 1 | -0.3 | 0.7
CCS(=O)(=O)N1CCC(C(=O)Nc2cc(Cl)ccc2O)CC1 | -4 | 5 | 1 | 6 | -9 | -4 | -13 | 1 | 0.7 | 0.9
c1ccc2c(c1)OCC(c1nnc3sc(-c4ccc5c(c4)OCO5)nn13)O2 (stereo not given) | -5 | -10 | 1.1 | 13 | -8 | -6 | -8 | 1.1 | 1.2 | 0.9
Cc1ccc(S(=O)(=O)N2CCC(C(=O)Nc3ccccc3N3CCCCC3)CC2)cc1 | -8 | -2 | 1.1 | -5 | -3 | 0 | -9 | 1 | 0.6 | 1
O=C(NCc1ccccn1)c1ccc(Cn2c(=S)[nH]c3ccccc3c2=O)cc1 | -1 | 6 | 1 | 2 | 18 | -5 | -17 | 1.1 | 3.4 | 1
CC(C)Cn1c(SCC(=O)N2CCN(S(=O)(=O)c3ccccc3)CC2)nc2ccccc21 | -7 | 3 | 1.1 | -18 | 24 | -3 | -8 | 1 | 1.1 | 1.2
CCCN(CCC)S(=O)(=O)c1ccc(C(=O)N2CCC(=O)c3ccccc32)cc1 | 0 | 2 | 1 | 16 | 4 | 1 | -2 | 1 | 0.9 | 0.8
CS(=O)(=O)N1CCN(C(=O)c2csc3ccccc23)CC1 | 2 | -23 | 1 | 2 | -7 | 1 | -1 | 1 | 0.1 | 1
CCN(Cc1cc2ccccc2[nH]c1=O)C(=O)C1CCCCC1 | 0 | 3 | 1 | 11 | 2 | -7 | -6 | 1.1 | 0.0 | 0.9
CC(NC(=O)CN(C)Cc1nc2ccccc2c(=O)[nH]1)c1ccccc1 (stereo not given) | -1 | 4 | 1 | -115 | 19 | 5 | -24 | 1 | 0.4 | 2.1*
C=CCN(C(=O)CNC(=O)c1cccs1)C(C(=O)NC1CCCCC1)c1cccnc1 (stereo not given) | -5 | -20 | 1.1 | 2 | -6 | -4 | -7 | 1 | 0.4 | 1
CCn1c(SCc2ccc(C(=O)Nc3nccs3)cc2)nnc1-c1ccc(N)cc1 | 3 | -6 | 1 | -7 | -1 | 15 | -5 | 0.8 | 2.3 | 1.1
COC(=O)c1cc(NS(=O)(=O)c2ccc(N3CCOCC3)c(NC(C)=O)c2)cc(C(=O)OC)c1 | 2 | 2 | 1 | 16 | -6 | -5 | -9 | 1 | 0.9 | 0.8
Cc1ccc(CNC(=O)c2coc(=O)c3ccccc23)o1 | 0 | -12 | 1 | 3 | -1 | -5 | -9 | 1 | 1.2 | 1
COc1cccc(C(=O)Nc2cccnc2)c1 | -1 | -19 | 1 | 4 | -4 | 10 | -4 | 0.9 | 0.4 | 1
CCOC(OCC)P(=O)(C(C)C)C(C)C | -3 | -1 | 1 | 17 | -3 | -4 | -5 | 1 | 0.3 | 0.8
Brc1cccc(OCCCCN2CCCCC2)c1 | -2 | 18 | 1 | 30 | 98* | -2 | -17 | 1 | 2.0 | 0.7

Exported with values under each structure: part of the list above.
Each structure is followed by: TNAP inh hiacc	APP transl inh	TNAP act hi DEA	bIAP inhibitor	Lmaj promast	FLuc inh counter	TNAP inh noacc	FLuc stim CS	RAM network inh	bIAP act
CS(=O)(=O)N1CCN(C(=O)c2csc3ccccc23)CC1
→ 2	-23	1	2	-7	1	-1	1	0.1	1
CCN(Cc1cc2ccccc2[nH]c1=O)C(=O)C1CCCCC1
→ 0	3	1	11	2	-7	-6	1.1	0.0	0.9
CC(NC(=O)CN(C)Cc1nc2ccccc2c(=O)[nH]1)c1ccccc1 (stereo not given)
→ -1	4	1	-115	19	5	-24	1	0.4	2.1*

(next part)
SMILES | TNAP inh hiacc | APP transl inh | TNAP act hi DEA | bIAP inhibitor | Lmaj promast | FLuc inh counter | TNAP inh noacc | FLuc stim CS | RAM network inh | bIAP act
Cn1c(SCC(=O)c2ccc3c(c2)OCCO3)nnc1C1CC1 | 0 | 17 | 1 | 10 | 1 | -3 | -7 | 1 | -0.4 | 0.9
COc1ccc(NC2=CC(c3ccc(F)cc3)N(c3ccc(OC)cc3)C2=O)cc1 (stereo not given) | 2 | 7 | 1 | 0 | -4 | -4 | -3 | 1 | 1.8 | 1
NS(=O)(=O)c1ccc(NC(=O)COC(=O)C2(c3ccccc3F)CCCC2)cc1 | -5 | -25 | 1 | 37 | 4 | -12 | -4 | 1.1 | 1.4 | 0.6
COc1cc(OC)c2c(c1O)OC(c1ccccc1)CC2=O (stereo not given) | -5 | -4 | 1.1 | 8 | -13 | -5 | 11 | 1.1 | -0.8 | 0.9
O=c1c2ccccc2nc2n1C(CSCc1ccc(Cl)cc1Cl)CS2 (stereo not given) | 1 | 10 | 1 | 10 | 17 | -3 | -13 | 1 | 3.6 | 0.9
CCn1c(O)c(N=NC2=NC(=O)CS2)c2cc(C)ccc21 | 7 | 3 | 0.9 | 20 | 11 | -5 | 8 | 1.1 | 4.3 | 0.8
C=C(C)Cn1c(SCCN2CCOCC2)nc2c1c(=O)[nH]c(=O)n2C | 4 | -10 | 1 | 10 | -2 | -1 | -2 | 1 | 1.8 | 0.9
Cc1c(Br)c(=O)oc2c(C)c(O)ccc12 | 1 | 9 | 1 | 3 | -7 | -1 | -5 | 1 | 4.7 | 1
Cc1cc(C)c(C#N)c(=N)o1 | 0 | -1 | 1 | 10 | -3 | 4 | -8 | 1 | 0.9 | 0.9
Cc1ccc(NC(=O)c2cc(-c3ccco3)on2)cc1C | 1 | -8 | 1 | 10 | -1 | 16 | -12 | 0.8 | 5.3 | 0.9
Cc1cccc2cc(CN(Cc3ccco3)S(=O)(=O)c3ccc4c(c3)OCCO4)c(=O)[nH]c12 | -6 | -10 | 1.1 | 2 | 15 | -1 | -10 | 1 | 6.4 | 1
CC1=C(C(=O)OCc2ccccc2)C(c2cccs2)NC(=O)N1CCCC(=O)O (stereo not given) | 1 | 21 | 1 | 17 | -5 | -2 | -5 | 1 | 4.3 | 0.8
COc1cc2c(C(=O)OCCN(C)C)c(CSc3ccccc3)n(C)c2cc1Br | -1 | 0 | 1 | -7 | 7 | -2 | -9 | 1 | 0.0 | 1.1
Cc1ccc(S(=O)(=O)C2C(=O)NC3(C)CC2c2ccccc2O3)cc1 (stereo not given) | -2 | -2 | 1 | 12 | 1 | -3 | -33 | 1 | -0.1 | 0.9
COc1ccccc1NC(=O)Cn1c(=O)c(N(C)C)c(N)n(C)c1=O | 0 | 1 | 1 | 4 | 4 | -4 | -3 | 1 | -0.2 | 1
COc1ccc2nc(C(F)(F)C(F)(F)F)c(C#N)c(N)c2c1 | -2 | -12 | 1 | 13 | 1 | -4 | -10 | 1 | 1.6 | 0.9
COc1ccc(C(c2nnnn2Cc2ccccc2)N2CCN(c3nc4ccccc4s3)CC2)cc1 (stereo not given) | -11 | -13 | 1.1 | 4 | 100* | -15 | -2 | 1.1 | 4.3 | 1
CCc1nnc(NC(=O)C2c3ccccc3Oc3ccccc32)s1 | 4 | -19 | 1 | -2 | -8 | -2 | -2 | 1 | 3.8 | 1
COc1ccc2c(c1OC)CN(C)CCc1cc3c(cc1C(=O)C2)OCO3 | 3 | -15 | 1 | -6 | -6 | 0 | -3 | 1 | 2.8 | 1.1
NC(=O)c1cc2cc(Br)ccc2oc1=NCc1ccccc1 | -3 | -8 | 1 | 14 | 2 | -9 | -5 | 1.1 | 3.4 | 0.9
Cn1cccc1-c1cc(C(=O)N/N=C/C=C/c2ccccc2)[nH]n1 | -4 | 12 | 1 | -21 | 32 | -2 | -33 | 1 | 5.2 | 1.2
CCOc1ccc2c(c1)C(=NNC(=O)c1ccncc1)c1cc(OCC)ccc1-2 | 1 | 9 | 1 | -51 | 100* | -6 | -72 | 1.1 | 3.9 | 1.5
C=CCNC(=S)N1CCOCC1 | -4 | 3 | 1 | -13 | -4 | -6 | -6 | 1.1 | 1.1 | 1.1
CCNC(=O)CC1C(=O)N(c2ccc(F)cc2)C(=O)N1CCC(C)C (stereo not given) | -2 | 10 | 1 | 10 | -1 | -6 | -7 | 1.1 | -0.5 | 0.9
CSc1nc2c(c(=O)[nH]1)C(c1ccc(C(F)(F)F)cc1)CC(=O)N2 (stereo not given) | 0 | 4 | 1 | -11 | -7 | -4 | -11 | 1 | 2.8 | 1.1
Cc1cc(C(=O)N(C)Cc2ccc(Br)cc2)no1 | -6 | 1 | 1.1 | 0 | -11 | -5 | 5 | 1.1 | 1.9 | 1
COc1ccc(OC)c(S(=O)(=O)NC2CCN(Cc3ccccc3)CC2)c1 | -5 | -15 | 1.1 | -3 | -2 | -7 | -7 | 1.1 | 1.2 | 1
CN(C)c1cccc(C(=O)N/C=C/n2cnc3cc(C(F)(F)F)ccc32)c1 | -4 | -15 | 1 | -8 | -2 | -8 | -10 | 1.1 | 1.2 | 1.1
O=C(C1CC1)N1CCN(c2nc3ccccc3s2)CC1 | -6 | -94 | 1.1 | -2 | -4 | 37 | -12 | 0.6 | 0.9 | 1
COc1ccc(C(C(=O)NC2CCCC2)N(Cc2ccc(C)cc2)C(=O)c2ccn[nH]2)cc1OC (stereo not given) | -6 | -6 | 1.1 | -175 | -8 | -5 | -115 | 1 | 1.5 | 2.7*
Cc1nnc(N)nc1C | 1 | 24 | 1 | 1 | 8 | -2 | -4 | 1 | 0.9 | 1
COc1ccc(NC2=NCC(=O)N2c2ccccc2F)c(OC)c1 | -2 | -9 | 1 | 16 | -6 | -5 | -14 | 1.1 | 1.0 | 0.8
COC(=O)c1cc(C(=O)OCC(=O)Nc2ccccc2OC(F)F)cc([N+](=O)[O-])c1 | -2 | -9 | 1 | 3 | -2 | -8 | -18 | 1.1 | 4.8 | 1

Not a hit list; any-hit rate near 13%.
